Assay outcomes: PubChem, several laboratories
TcdB GH inh: inhibitors of Clostridioides difficile toxin B glycohydrolase | P18177 | TcdB glycohydrolase enzymatic assay, plate reader | inhibition, % at 9.99 µM | 350,000 compounds, 0.24% hits; in the data active = inhibition above about 10%
Yp Topo-I inh: blocks Yersinia pestis topoisomerase I activity | activity, % at 10 µM | 360,000 compounds, 0.064% hits | Y. pestis Topo-I cleavage product accumulation, plate reader; in the data active = activity above about 50%, passing the limit was not always enough; inconclusive = no clear call, values can overlap the other calls; note: inactives centre near 2
SSB-PriA inh: inhibitors of Klebsiella pneumoniae PriA binding to SSB C-terminal tail; AlphaScreen SSBct-PriA binding, biotinylated peptide; inhibition, % at 33 µM; 430,000 compounds, 0.6% hits; AID 1272365; in the data active = inhibition mostly above about 37%, no sharp cut-off; inactive = mostly below about 20%;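 note: plate controls were negative control peptide for no effect and reference peptide for full effect; strong numbers were not always called active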
PfHsp40 rescue: rescue of PfHsp40-mediated yeast toxicity. 340,000 compounds, 0.68% hits. S. cerevisiae expressing PfHsp40, growth rescue, ATP luminescence. growth rescue, % at 12.5 µM; in the data active = growth rescue above about 28%, passing the limit was not always enough; inconclusive = no clear call, values can overlap the other calls;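 note: yeast W303a lacking pdr1 and pdr3 grown in galactose medium; growth measured after three days at 30 °C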
MazF activator: activators of E. coli MazEF toxin-antitoxin RNase. activation, % at 20 µM. AID 504720. FAM/BHQ RNA-DNA oligo cleavage fluorescence, 5 h. 350,000 compounds, 0.32% hits; in the data active = activation above about 50%
Target sequence (P0AE70 whole entry, looked up): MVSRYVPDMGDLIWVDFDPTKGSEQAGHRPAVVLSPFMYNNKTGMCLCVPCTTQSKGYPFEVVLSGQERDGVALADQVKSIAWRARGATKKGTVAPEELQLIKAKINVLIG
VHR inh abs: inhibitors of human VHR1 phosphatase (DUSP3). P51452. recombinant VHR phosphatase, pNPP absorbance. inhibition, % at 13.3 µM. 290,000 compounds, 0.52% hits. AID 1654; in the data active = inhibition above about 50%; note: some compounds called inactive have numbers as strong as hits
Target sequence (P51452 whole entry, looked up): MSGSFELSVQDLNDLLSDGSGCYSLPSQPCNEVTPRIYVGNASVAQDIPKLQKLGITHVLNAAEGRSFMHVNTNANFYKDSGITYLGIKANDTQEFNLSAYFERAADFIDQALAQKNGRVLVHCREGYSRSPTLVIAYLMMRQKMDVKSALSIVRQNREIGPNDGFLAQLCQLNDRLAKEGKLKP
Rv3671c inh: inhibitors of M. tuberculosis serine protease Rv3671c; inhibition, % at 5.96 µM; 320,000 compounds, 0.048% hits; AID 2606; in the data active = inhibition above about 38%;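 note: extracellular domain of Rv3671c used as enzyme; 0% = enzyme with DMSO and 100% = no enzyme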
Target sequence (P9WHR9 whole entry, looked up, the tested form may be a part): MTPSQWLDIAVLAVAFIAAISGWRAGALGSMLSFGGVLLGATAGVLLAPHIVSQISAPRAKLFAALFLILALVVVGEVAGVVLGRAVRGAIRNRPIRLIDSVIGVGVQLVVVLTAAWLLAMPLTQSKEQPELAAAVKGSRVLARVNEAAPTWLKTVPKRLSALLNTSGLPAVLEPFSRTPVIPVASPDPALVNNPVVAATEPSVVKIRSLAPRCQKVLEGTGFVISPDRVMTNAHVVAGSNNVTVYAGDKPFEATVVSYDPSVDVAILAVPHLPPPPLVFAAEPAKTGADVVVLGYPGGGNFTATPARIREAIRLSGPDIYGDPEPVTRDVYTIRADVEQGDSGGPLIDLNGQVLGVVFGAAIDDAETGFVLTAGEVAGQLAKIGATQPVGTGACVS
Anthrax LF prot: anthrax lethal factor protease inhibition. P15917. multiplex microsphere protease cleavage assay, LF. inhibition, % at 10 µM. 360,000 compounds, 0.12% hits; in the data active = inhibition above about 30%; inconclusive = no clear call, values can overlap the other calls; note: plate controls were buffer without enzyme for full effect and enzyme alone for no effect
3CLpro inhibitor: SARS-CoV 3CLpro protease inhibition; P0C6X7; recombinant SARS-CoV 3CLpro, quenched FRET peptide cleavage; inhibition, % at 6 µM; 290,000 compounds, 0.14% hits; in the data active = inhibition above about 12%
BH1578 lux ind: inducers of Vibrio cholerae quorum light production without autoinducers; V. cholerae BH1578 lux reporter, luminescence, 6 h; activation, % at 18.7 µM; 350,000 compounds, 0.16% hits; in the data active = activation mostly above about 9.7%, no sharp cut-off; inconclusive = no clear call, values can overlap the other calls; inactive = mostly below about 3.7%; note: not every result past the cut was called active; inactives centre near 0; reference of the scale not given here
Active calls of the source: *; i = inactive; ? = inconclusive; / = not tested or not shown; & = joins results of further samples. A portion of the library (hit frequency here may not be typical).

The first two compounds, ahead of the listing:
SMILES | TcdB GH inh | Yp Topo-I inh | SSB-PriA inh | PfHsp40 rescue | MazF activator | VHR inh abs | Rv3671c inh | Anthrax LF prot | 3CLpro inhibitor | BH1578 lux ind
CCOc1cc(/C=C2/NC(=O)N(CC(=O)Nc3cccc(C)c3)C2=O)ccc1OCC(N)=O | -0.5 | -10 | -2 | / | -7 | 12 | -15 | 0 | 2 | -0.1
CN(C)N1C(N)=C(C#N)C(c2ccccc2Cl)C2=C1CCCC2=O (centres undefined) | -0.7 | 7 | -19 | -0.4 | 8 | 7 | 1 | -1 | 1 | i

Main list, repeating the preview:
SMILES | TcdB GH inh | Yp Topo-I inh | SSB-PriA inh | PfHsp40 rescue | MazF activator | VHR inh abs | Rv3671c inh | Anthrax LF prot | 3CLpro inhibitor | BH1578 lux ind
CCOc1cc(/C=C2/NC(=O)N(CC(=O)Nc3cccc(C)c3)C2=O)ccc1OCC(N)=O | -0.5 | -10 | -2 | / | -7 | 12 | -15 | 0 | 2 | -0.1
CN(C)N1C(N)=C(C#N)C(c2ccccc2Cl)C2=C1CCCC2=O (centres undefined) | -0.7 | 7 | -19 | -0.4 | 8 | 7 | 1 | -1 | 1 | i
NC(=O)C1CCN(C(=O)Cc2ccc(-c3ccccc3)cc2)CC1 | 0.5 | 5 | -10 | 0.5 | -2 | 17 | 6 | -6 | 0 | -0.5
Cn1c(=O)c2[nH]cnc2n(-c2ccccc2)c1=O | / | 0 | -6 | -2.2 | 2 | 4 | 0 | -2 | 4 | 0.6
Cc1ccc(NS(=O)(=O)c2c(C(=O)N3CCCCCC3)c(C)n(C)c2C)cc1C | 0.2 | 21 | -7 | -0.8 | 12 | -9 | -2 | -3 | 4 | -0.3
O=C(Cc1ccccc1)N1CCC(C(=O)N2CCN(c3ccc(F)cc3)CC2)CC1 | / | 8 | -6 | -1.1 | 7 | 11 | 0 | -8 | 0 | -0.1
Cc1ccc(C(=O)O)cc1S(=O)(=O)N1CCCC1 | / | 6 | 2 | -0.9 | -1 | 26 | 1 | 1 | 2 | i
Cc1ccc(NC(=S)N(CCCN2CCOCC2)Cc2cccs2)c(C)c1 | / | 10 | 5 | -2.0 | -2 | -13 | -11 | 0 | 4 | i
CCn1c(Cc2ccccc2)nnc1SC(C)C(=O)NC1CC1 (centres undefined) | 0.8 | 5 | -13 | -1.9 | 3 | / | 3 | -2 | / | i
Cc1ccc(NC(=O)c2cc(=O)[nH]c3ccccc23)cc1C | 1.9 | -2 | -2 | 1.2 | 11 | 16 | / | -3 | 5 | i
COc1ccc(Cc2nc3ccc(C(=O)NCC4COCCO4)cc3o2)cc1 (centres undefined) | -8.4 | -10 | -1 | -0.9 | -6 | -8 | -1 | 2 | 2 | i
O=C(O)c1ncsc1-c1ccccc1 | 1.3 | 8 | -6 | -1.4 | 3 | 13 | 2 | -3 | -1 | -0.2
Nc1c(C(=O)NCc2ccco2)c2nc3ccccc3nc2n1CCc1ccccc1 | 0.0 | 9 | -27 | 0.3 | 7 | -14 | / | -2 | -1 | -0.3
COC(=O)c1sc(N)c(C(=O)OC)c1CSc1nnnn1C | / | -1 | -4 | 0.0 | -20 | 21 | 1 | 0 | -4 | -0.6
CC1(C(O)(C#CCN2CCCCC2)c2ccccc2)CCCC1 (centres undefined) | 0.3 | 16 | -18 | 0.3 | -9 | -24 | -3 | 2 | 3 | i
Cc1cc(=O)oc2cc(NC(=O)CCC(=O)O)ccc12 | / | 6 | -17 | -1.2 | 8 | 44 | -3 | -2 | -4 | i
C#CCOCCOCCOCCNc1nc(N2CCN(C(=O)[C@H]([C@@H](C)CC)n3cc([C@@H](N)Cc4ccc(O)cc4)nn3)CC2)nc(N2CCN(C(=O)[C@H](Cc3cc4ccccc4[nH]3)n3cc([C@@H](N)CC(C)C)nn3)CC2)n1 | / | -14 | 26 | 0.9 | -28 | / | 4 | -2 | / | -8.1
CC(Sc1nnc(N)s1)C(=O)Nc1nccs1 (centres undefined) | -0.3 | 1 | -4 | -1.4 | 4 | 18 | -3 | -1 | 8 | i
Cc1cc2oc(C(=O)Nc3ccc(S(=O)(=O)Nc4onc(C)c4C)cc3)cc(=O)c2cc1Cl | -2.8 | 10 | -13 | 0.4 | 7 | -16 | -7 | -3 | 4 | i
COc1ccc(-n2nnnc2SCC(=O)Nc2ccc3c(c2)OCCO3)c(OC)c1 | / | 22 | -4 | 2.0 | -4 | 19 | -3 | 0 | -5 | -1.2
CCCCC1=NN(C(=O)c2ccncc2)C(O)(C(F)(F)F)C1 (centres undefined) | 2.1 | -4 | -14 | / | -3 | 27 | 6 | 4 | -2 | i
Cc1cccc(OCCn2nc(C(=O)O)c3ccccc3c2=O)c1 | / | 42 | -10 | 0.0 | 0 | 6 | -14 | -3 | -2 | i
O=C(COC(=O)c1cccs1)Nc1nnc(-c2ccccc2)o1 | -1.9 | 0 | 20 | 1.3 | 2 | / | 1 | 2 | / | 2.6
C=CCn1c(=S)[nH]c2cc(C(=O)Nc3ccc(OC)c(OC)c3)ccc2c1=O | 0.2 | 4 | -13 | -1.5 | 11 | -8 | -21 | -2 | -5 | -0.3
CCOc1ccccc1C(=O)NCC(=O)Nc1ncccc1C | 2.3 | 1 | 1 | 1.3 | 6 | / | -2 | 0 | / | -4.3
OC(Cc1ccncc1)c1ccccc1Cl (centres undefined) | -2.0 | 2 | -1 | -1.8 | -1 | / | / | 2 | / | /
COc1cc(/C=N/NC(=O)c2cc(O)cc(O)c2)ccc1OC(=O)c1ccccc1 | 0.7 | -13 | / | 1.3 | 1 | 23 | / | 1 | -1 | i
CS(=O)(=O)c1ccc(C2=C(CNC(=O)c3ccncc3)[C@H]3CC[C@@H](C2)N3CCOc2ccccc2)cc1 | 0.7 | 4 | / | / | 6 | / | / | -2 | / | i
COC(=O)[C@@]1(Cc2ccccc2)[C@@H]2C(=CC(=O)[C@H]2CC(=O)C(=O)N(C)C)CN1C(=O)c1ccccc1 | / | 5 | 2 | -0.2 | 0 | 1 | 3 | -10 | -1 | -0.8
NC(N)=NS(=O)(=O)c1ccc(NC(=S)NC(=O)/C=C/c2ccccc2)cc1 | 0.3 | -2 | -3 | 0.2 | -39 | 23 | -2 | -7 | -2 | 2.1
COc1ccc(C2(CNC(=O)/C=C\c3ccco3)CCCC2)cc1OC | / | 27 | 12 | 0.8 | 8 | -23 | 2 | -7 | 2 | -0.3
Cc1ccc(C(=O)Oc2cccnc2)cc1[N+](=O)[O-] | -0.7 | 3 | -4 | 0.0 | -6 | -2 | 12 | 3 | 6 | i
CCN1CCN(C(CNS(=O)(=O)c2ccc(C)cc2)c2ccccc2)CC1 (centres undefined) | 2.6 | -4 | -2 | -0.2 | 12 | -2 | / | -4 | 3 | -0.4
C=CCn1c(O)c(N=NC(=O)CNC(=O)c2ccncc2)c2ccccc21 | 0.5 | 4 | 3 | 0.7 | 6 | 21 | -4 | 0 | -4 | i
Oc1ccc2ccc3[nH]cnc3c2c1 | 21* | 3 | -9 | -1.3 | -2 | 36 | -6 | -4 | 0 | -0.7
CCCC1=Nc2cc(C(=O)N3CCC(C(N)=O)CC3)ccc2Sc2ccccc21 | 2.7 | 29 | -1 | 0.6 | 1 | -4 | -3 | -2 | -1 | -0.3
C=CCNCCCCOc1c(Cl)cc(C)cc1Br | / | 7 | 5 | -0.1 | 11 | 28 | -3 | / | 4 | -0.3
O=C(Nc1cc(=O)[nH]c(=O)[nH]1)c1cc(Cl)ccc1Cl | 1.7 | 5 | 9&-12 | -1.1 | 8 | -20 | -1 | 5 | 4 | -0.5
COc1ccc(NC(=O)C[C@@H]2C(=O)N(c3ccc(OC)cc3)CC2(C)C)cc1 | 0.7 | -1 | / | / | 3 | / | / | -1 | / | -0.3
ON=C(c1ccccc1)c1ccc2c3c(cccc13)CC2 | 6.5 | 16 | / | / | -18 | / | / | -5 | / | -3.0
COCCSc1nnc(NC(=O)C2CC(=O)N(c3ccccc3)C2)s1 (centres undefined) | 0.2 | 15 | -9 | 0.6 | -1 | 22 | 2 | -4 | -2 | -0.3
CCN(C[C@H]1N[C@@](C)(C(=O)OC)[C@H]2C(=O)N(C)C(=O)[C@@H]12)C(=O)Nc1ccc(C(F)(F)F)cc1 | 1.0 | 0 | 1 | 0.0 | 5 | / | 2 | 6 | / | -1.0
CCCC1=C(C(=O)OCC)C(c2ccco2)C(C#N)=C(N)O1 (centres undefined) | -0.2 | 7 | -9 | 1.2 | -1 | 3 | 5 | -4 | 4 | i
COc1cc2nc(CN3CCOCC3)n(CC(=O)NCC(F)(F)F)c(=O)c2cc1OC | 0.9 | 4 | -4 | 1.6 | -7 | -3 | -4 | -9 | 1 | i
NC(=O)C1CCN(C(=O)/C(=C/c2ccccc2)NC(=O)c2ccccc2)CC1 | 0.7 | -16 | -12 | -1.0 | 0 | 7 | / | 2 | 3 | 0.8
COc1ccc(Br)cc1C(=O)NC(=S)Nc1cc(-c2nc3ccccc3[nH]2)ccc1C | 1.2 | 7 | -3 | 0.6 | -7 | -4 | -152 | 0 | -3 | i
Cc1ccc(NC(=O)C2C3C=CC4(O3)C2C(=O)N(CCCN2CCOCC2)C4C(=O)NC2CCCCC2)cc1Cl (centres undefined) | 1.0 | -14 | -14 | 0.3 | 10 | 16 | 4 | 5 | -4 | -0.3
CC1(C)CC(=O)C=C(NCc2ccncc2)C1 | / | 5 | -9 | -1.0 | 2 | -11 | 0 | -11 | -7 | i
Cc1cccc(C)c1NC(=O)C1NC(=O)CC1c1ccccc1 (centres undefined) | -0.3 | 11 | -6 | 1.5 | 2 | 23 | -2 | 0 | 3 | i
CC1CCN(C(=O)c2ccc(NS(=O)(=O)c3cccs3)cc2)CC1 | -1.1 | 2 | 38 | 0.2 | -2 | 22 | -1 | 1 | -4 | -0.2
CC(C)(C)c1nn2cnnc2n(/N=C/c2ccc(O)cc2)c1=O | / | 2 | / | 0.9 | -4 | 23 | -1 | -2 | -3 | -0.2
CCN(CC)S(=O)(=O)c1cc(C)ccc1SC | / | 1 | -23 | 0.3 | 0 | 0 | -22 | 0 | 1 | -0.1
Cc1cc(N(CN2CCCC2=O)C(=O)c2ccc(OC(C)C)cc2)no1 | 0.5 | 4 | -3 | 0.3 | 3 | 15 | -1 | -6 | 5 | i
Cc1ccc(OP(=O)(O)Oc2ccc(C)cc2)cc1 | / | -6 | -10 | -1.2 | 3 | / | 6 | -1 | 7 | -5.9
CCOC(=O)c1c(C)[nH]c(C(=O)OCC(=O)NCc2ccc(F)cc2)c1C | 3.1 | 2 | -10 | 0.1 | -60 | / | -9 | ? | / | i
C=CCn1c(SCC(=O)NC2CC2)nnc1-c1cccc(OC)c1 | -0.5 | 2 | -7 | -1.0 | 4 | 6 | -3 | 6 | 4 | i
CCC(C)(C)NC(=O)C(c1ccc(OC)cc1)N(CCOC)C(=O)CCC(=O)Nc1nccs1 (centres undefined) | 1.0 | 14 | -15 | 1.4 | 0 | 1 | -6 | -1 | 1 | -0.2
CC(C)CC(NC(=O)C(COCc1ccccc1)NC(=O)OC(C)(C)C)C(=O)NN (centres undefined) | -0.8 | -5 | -3 | 0.4 | -6 | 7 | -2 | -8 | 0 | -0.3

Quoted at random: 3 records from the list
SMILES | TcdB GH inh | Yp Topo-I inh | SSB-PriA inh | PfHsp40 rescue | MazF activator | VHR inh abs | Rv3671c inh | Anthrax LF prot | 3CLpro inhibitor | BH1578 lux ind
COCCSc1nnc(NC(=O)C2CC(=O)N(c3ccccc3)C2)s1 (centres undefined) | 0.2 | 15 | -9 | 0.6 | -1 | 22 | 2 | -4 | -2 | -0.3
CC1CCN(C(=O)c2ccc(NS(=O)(=O)c3cccs3)cc2)CC1 | -1.1 | 2 | 38 | 0.2 | -2 | 22 | -1 | 1 | -4 | -0.2
CCC(C)(C)NC(=O)C(c1ccc(OC)cc1)N(CCOC)C(=O)CCC(=O)Nc1nccs1 (centres undefined) | 1.0 | 14 | -15 | 1.4 | 0 | 1 | -6 | -1 | 1 | -0.2
